zfTRPN1 agonist – agonists of zebrafish TRPN1 channel; HEK293 zebrafish TRPN1-YFP, Fluo-8 calcium fluorescence; 100% = response to 87 µM carbachol; activation, % at 3 µM; hit rate 0.18% among 220,000; AID 1424;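 active = activation above its plate's cutoff, the mean activation of test wells on that plate plus 3 SD, cut at about 19% in these data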;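 note: 0% = DMSO alone and 100% = 87 µM carbachol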
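Material – zebrafish TRPN1-YFP in HEK293 cells · Doses – 3 µM single point · Schedule – dye 1 h 37 °C plus 30 min RT · Signal – Fluo-8 calcium fluorescence, excitation 470-495 nm, emission 515-575 nm · Read-out – % activation versus carbachol response · Control set – carbachol high, DMSO low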
Wee1 degr inh – inhibitors of human Wee1 degradation; P30291; HeLa Luc-Wee1K328M stability, luciferase luminescence; 100% = proteasome inhibitor MG132 effect; reporter increase, % at 5 µM; hit rate 1.2% among 220,000;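 active = activation above the mean of all tested compounds plus 3 SD, set per screening run, cut at about 8.8% in these data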;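 note: cells exposed to compound for 20 h before luminescence read; 0% = DMSO alone and 100% = MG132 at 30 µM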
TNF death inh – blocks TNF-alpha induced death of Jurkat FADD-/- cells. Jurkat FADD-/- TNF necroptosis rescue, ATP luminescence, 24 h; 0 = TNF only, 100 = no-TNF cells. activation (protection from cell death), % at 10 µM. hit rate 0.068% among 220,000;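 active = activation, meaning protection from cell death, of at least 50% relative to plate controls; inactive = activation below 50%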;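 note: necroptosis triggered by 40 ng/mL TNF-alpha added together with compound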
Ba/F3 V617F tox – lowers viability of Ba/F3 cells expressing EpoR and JAK2V617F; ATP luminescence; AID 1446; inhibition, % at 5.6 µM; hit rate 1.1% among 220,000;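 active = inhibition above the campaign mean plus 3 SD over all tested compounds, cut at about 24% in these data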;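 note: cytokine-independent growth of Ba/F3 cells driven by EpoR plus mutant JAK2; 0% = DMSO-treated cells and 100% = JAK inhibitor I control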
RBBP9 inhibitor – human RBBP9 hydrolase inhibition; O75884; AID 1515; recombinant RBBP9, FP-Rh probe fluorescence polarization; inhibition, % at 7.94 µM; hit rate 0.2% among 220,000;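 active = inhibition above the campaign mean of all tested compounds plus 3 SD, cut at about 14% in these data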;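 note: plate controls were DMSO wells with RBBP9 for no effect and wells lacking RBBP9 protein for full effect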
Target sequence (O75884 whole entry, looked up): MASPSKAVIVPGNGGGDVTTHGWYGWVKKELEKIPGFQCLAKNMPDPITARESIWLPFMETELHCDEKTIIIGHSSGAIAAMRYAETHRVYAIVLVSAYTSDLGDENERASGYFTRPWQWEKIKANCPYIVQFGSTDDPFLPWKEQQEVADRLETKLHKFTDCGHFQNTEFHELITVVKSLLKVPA
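Measured by: FP readout at 525/598 nm; material: recombinant human RBBP9; also added: Serine-hydrolase probe FP-Rh, 375 nM pre-mixing; medium: Tris buffer pH 8.0, NaCl, Pluronic; replication: one well per compound; doses: one concentration, 7.94 µM nominal, 0.794% DMSO; timing: preincubation 30 min plus labeling 45 min at 25 °C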
PPC-1+TRAIL kill – compounds killing PPC-1 cancer cells with TRAIL present (potentiator screen, no TRAIL-free arm); AID 1443; cell killing (% activity), % at 4 µM; hit rate 0.41% among 220,000; PPC-1 cells + TRAIL, ATPLite viability luminescence;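 active = cell killing above 50% in the first pass at 4 µM, then a duplicate retest at 5 µM averaging 50% or more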;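 note: plate controls were cells with TRAIL plus DMSO for no effect and medium-only wells lacking cells for full effect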
CHOP inhibitor – CHOP inhibition in unfolded protein response; CHO-K1 CHOP-promoter luciferase, tunicamycin-induced, 15-18 h; inhibition, % at 10 µM; hit rate 3.8% among 220,000;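 active = compounds that reduced the stress-induced luciferase reporter signal by more than about 70% of percent inhibition, limit read from the data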;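 note: 0% = tunicamycin plus vehicle and 100% = wells without tunicamycin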
TRPML3 ag – agonists of human TRPML3 channel. Q8TDD5. hit rate 0.29% among 220,000. activation, % at 3 µM. HEK293 TRPML3-YFP, Fluo-8 calcium fluorescence; 100% = the carbachol control signal;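 active = activation above its plate's cutoff, the mean activation of the plate's test wells plus 3 SD, cut at about 12% in these data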;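 note: 0% = DMSO only wells and 100% = carbachol wells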
Target sequence (Q8TDD5 whole entry, looked up): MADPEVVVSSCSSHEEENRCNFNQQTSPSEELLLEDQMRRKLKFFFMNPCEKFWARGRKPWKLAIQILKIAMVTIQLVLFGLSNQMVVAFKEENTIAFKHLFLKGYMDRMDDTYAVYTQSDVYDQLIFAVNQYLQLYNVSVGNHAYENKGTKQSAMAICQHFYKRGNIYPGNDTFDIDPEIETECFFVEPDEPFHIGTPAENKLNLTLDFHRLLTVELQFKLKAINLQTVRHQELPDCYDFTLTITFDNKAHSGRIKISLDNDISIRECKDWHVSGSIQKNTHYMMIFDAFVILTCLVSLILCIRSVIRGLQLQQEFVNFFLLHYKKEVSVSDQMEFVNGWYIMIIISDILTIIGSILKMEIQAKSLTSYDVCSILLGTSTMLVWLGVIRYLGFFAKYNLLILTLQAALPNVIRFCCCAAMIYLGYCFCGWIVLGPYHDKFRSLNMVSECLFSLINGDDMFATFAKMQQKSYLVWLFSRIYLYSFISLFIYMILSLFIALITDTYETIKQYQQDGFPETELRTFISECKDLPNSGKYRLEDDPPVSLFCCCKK
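Material: HEK293 cells stably carrying human TRPML3-YFP; compound dosing: single dose, 3 µM final nominal compound, 0.3% DMSO final; incubation: 1-h 37 °C dye load, 5-s basal, 120-s post-compound reads; technique: Fluo-8 intracellular calcium fluorescence, excitation 470-495 nm, emission 515-575 nm; read-out basis: percent activation from peak-to-basal fluorescence ratio, scaled between DMSO and carbachol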
BaF3 parental – parental Ba/F3 viability inhibition as JAK2V617F counter-screen; CellTiter-Glo ATP luminescence; hit rate 1.1% among 220,000; AID 1486; inhibition, % at 5.6 µM;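 active = inhibition above a per-campaign cutoff, the mean inhibition of all tested compounds plus 3 SD, cut at about 27% in these data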;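 note: 0% = DMSO wells and 100% = JAK Inhibitor I control wells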
Numbers without * were called inactive; nt = no result given. Rows are unselected. Share with any hit: about 6.8%.

SMILES	zfTRPN1 agonist	Wee1 degr inh	TNF death inh	Ba/F3 V617F tox	RBBP9 inhibitor	PPC-1+TRAIL kill	CHOP inhibitor	TRPML3 ag	BaF3 parental
CC(=O)Nc1ccccc1NC(=O)C/C(C)=N/NC(=O)C(=O)Nc1cccc(Cl)c1C	-0.1	0	0.2	0	-7	12	17	0.3	5
Cn1cccc1/C=C1\SC(=S)N(NC(=O)c2ccc(F)cc2)C1=O	-0.6	-2	2.4	0	-11	7	-18	0.4	0
O=C(NCc1ccc2c(c1)OCO2)c1ccc(CS(=O)(=O)c2cccc(C(F)(F)F)c2)o1	3.0	-4	-2.9	-3	-9	-2	30	4.8	1
Cc1cc(=O)oc2cc(OCC(O)CN3CCc4ccccc4C3)ccc12 (centres undefined)	0.2	5	-0.9	1	-1	-4	5	0.6	8
O=C(Cc1ccc(S(=O)(=O)N2CCOCC2)s1)Nc1ccccc1Br	0.4	0	0.7	-1	0	11	4	0.1	-3
COc1ccc(-c2nnc(-c3ccc(N)cc3)o2)cc1	1.1	2	-3.8	-6	1	-6	6	0.7	0
Cc1ccccc1N1C(=O)C2ON(c3ccccc3)C(c3cccnc3)C2C1=O (centres undefined)	-0.9	0	0.4	-2	3	10	16	0.1	1
COC(=O)c1cc(C)nc(Sc2ccccc2NC(C)=O)n1	0.4	-2	0.9	-6	5	13	6	0.3	6
CCOc1ccc(N(CC(=O)NC(C(C)C)C(C)C)S(=O)(=O)c2ccc(OC)c(OC)c2)cc1	1.0	4	-0.6	2	3	7	4	0.6	7
CCOP(=O)(OCC)c1nc(-c2ccccc2)oc1NCc1ccccc1	-2.8	1	0.2	-2	-5	13	50	-0.9	5
CCNC(=O)NC(=O)C(C)OC(=O)c1oc2ccc(OCC)cc2c1C (centres undefined)	0.8	-3	0.0	-3	7	10	35	0.3	3
CC1CCCCN1Cc1nc2c(c(=O)n(C)c(=O)n2C)n1Cc1c(F)cccc1Cl (centres undefined)	-0.2	2	-2.9	5	-3	15	-11	-0.4	-4
CCS(=O)(=O)c1ccc(O)c(NC(=O)COc2ccc(C)cc2)c1	3.8	1	2.0	-3	-2	-7	-2	0.9	1
CN(CCO)c1ccc(-c2nn(C)c(=O)c3ccccc23)cc1[N+](=O)[O-]	0.4	-3	-1.2	5	-3	13	11	0.3	-1
O=C(N/N=C/c1cccc(OC(=O)c2ccco2)c1)c1ccc(F)cc1	0.8	1	0.1	-1	-1	44	-20	0.1	0
Cc1cccc(N/C(N)=N/c2nc(CSc3ccc(Cl)cc3)cc(=O)[nH]2)c1	-0.4	11*	-0.2	2	-6	17	-3	0.4	0
COC(=O)c1ccccc1NC(=O)N1CCCC1	0.8	-1	-1.8	-2	3	-10	8	0.2	5
c1ccc(CSc2nnc(Cc3ccccc3)o2)cc1	-1.9	-1	39	3	6	24	-19	-0.6	7
CCOc1ccc(CN2CCN(Cc3cnc(N4CCOCC4)s3)CC2CCO)cc1 (centres undefined)	0.7	2	-0.1	0	-12	12	4	1.3	3
Cc1nn(C)cc1/C=N\NC(=O)c1ccc(Cn2cc(Cl)cn2)cc1	0.1	-2	0.9	-2	-9	-3	-2	0.1	3
COc1ccccc1/C=N/NC(=O)CC(=O)NC1CCCCC1	0.9	2	-0.3	4	-2	-3	-2	-0.2	11
Brc1ccc(Oc2ncc(CN3CCN(c4ccccc4)CC3)s2)cc1	-0.4	-1	-0.3	-6	0	23	-21	-0.5	1
CCc1nc(SCc2ccc([N+](=O)[O-])cc2)n[nH]1	-2.5	-2	2.3	-1	6	26	-33	-0.1	7
O=C(N/N=C/c1ccccn1)c1c[nH]c2ccccc12	-0.2	3	1.7	-4	-11	19	9	0.6	2
CC(C)CCN1CC(O)=C(c2nc3ccccc3[nH]2)C1=N	1.4	-1	2.9	3	-5	13	-12	0.2	3
N#CC1=C(N)OC2=C(C(=O)CCC2)C1C1C=CCCC1 (centres undefined)	-1.3	-3	-4.7	-2	-9	14	14	0.2	-3
COc1ccc(NC(=O)CSC2=C(C#N)C(c3ccco3)C(C(=O)Nc3nc4ccccc4s3)=C(C)N2)cc1 (centres undefined)	0.1	1	-9.9	-3	-40	nt	nt	-0.3	1
C/C(=N\NC(=O)CN(c1ccc(Oc2ccccc2)cc1)S(C)(=O)=O)C(C)(C)C	0.7	5	1.6	1	-2	-1	21	0.8	4
CCOC(=O)CC1COc2ccccc2N1C(=O)c1ccc(C)cc1 (centres undefined)	0.0	-1	-2.6	-2	-1	17	-10	-1.7	1
O=C(CN1CCN(Cc2ccccc2)CC1)N/N=C/C=C/c1ccccc1[N+](=O)[O-]	0.0	1	-0.2	3	-6	-20	12	0.4	8
Cc1ccc(NC(=O)c2ccc3nc[nH]c3c2)cc1C	1.4	0	0.0	0	-4	15	8	-0.5	8
Cc1c(C(=O)N/N=C/c2ccc(O)cc2)sc(=S)n1C	-0.3	-1	-0.2	0	-3	23	18	0.2	4
CS(=O)(=O)N(CC(=O)NC1CCCCC1)c1cccc(Cl)c1	0.1	0	-1.2	-3	-1	3	-15	0.2	7
CCN(CC)CCOC(=O)c1c(C)n(C)c2ccc(OC)cc12	0.0	2	1.1	-2	-4	28	32	-0.2	2
COc1cnn(-c2ccccc2)c(=O)c1SCc1ccc(Cl)c(Cl)c1	-1.1	1	-2.6	-5	-1	-11	37	-1.6	2
Cc1cccc(-c2noc(CN(C(C)C)S(=O)(=O)c3ccc(F)cc3)n2)c1	1.6	0	0.2	-2	0	3	52	75*	5
CC1CCN(CCCNC(=O)c2cc3sccc3n2C)CC1	-0.3	-2	1.1	7	-6	18	5	0.0	2
C=CCNc1nc(N2CCCCC2)c(C#N)c2c1CN(Cc1ccccc1)CC2	1.3	1	-2.0	-2	-10	49	42	-0.7	0
Cc1csc(NC(=O)C2CCCO2)n1 (centres undefined)	0.2	-1	-0.6	-4	-6	24	-19	1.1	4
CCOC(=O)C(=CNc1cc(C(F)(F)F)ccc1N1CCOCC1)C(=O)OCC	-1.4	4	-0.7	-3	-2	-14	14	0.1	-1
Cc1cc(C(=O)COc2ccc(Cl)cc2Br)c(C)n1C	-0.6	-2	-3.0	1	5	17	13	-1.6	6
COC(=O)c1ccc(Nc2cc(C)nc3nc(C)nn23)cc1	1.1	7	0.1	-1	-2	40	2	0.7	6
O=C(Nc1ccc(NC(=O)C2CC2)nc1)c1ccncc1	1.8	0	0.5	0	-6	14	22	-0.3	3
CC(C)CC(C(=O)O)N1C(=O)[C@@H]2[C@H](C1=O)[C@@H]1C[C@H]2C(Br)C1Br (some centres undefined)	0.7	-1	1.1	-4	-1	3	0	0.6	-1
COc1cccc(Cn2nnc(C(=O)NCc3ccc4c(c3)OCO4)c2N)c1	-0.4	-2	-0.2	1	-4	22	8	0.7	9
COC(=O)C1=C(C)N(Cc2ccco2)C(=O)N[C@H]1c1ccccc1	0.0	-1	-0.7	3	1	30	-1	-0.3	0
c1cncc(CNc2ncnc3sc4c(c23)CCC4)c1	-0.5	0	-1.6	3	-4	6	27	0.4	4
O=C(CSc1nnc(-c2cccnc2)n1Cc1ccco1)c1ccc2ccccc2c1	-0.1	0	-4.9	2	-11	-22	5	0.3	3
CCCc1c(C)nc2ccc(OC)cc2c1SCCC(=O)O	-0.3	-2	1.8	1	-1	-7	23	-0.4	6
CSc1cccc(NC(=O)C(C)NS(=O)(=O)c2ccc(F)cc2)c1 (centres undefined)	1.0	-1	0.2	-1	-5	9	45	0.1	6
Clc1ccc(-c2nn3cnnc3s2)c(Cl)c1	0.1	0	-1.8	-1	-8	-3	26	0.6	5
CCC(C)(C)NC(=O)/C=C/c1cnc2ccccc2n1	0.0	-3	4.3	-2	6	18	-26	1.1	6
COCCn1c(SCC(=O)N2CCc3ccccc3C2)nc2cc(Cl)ccc2c1=O	0.8	1	1.7	0	3	11	42	0.7	5
CCC1CCCCN1C(=O)Cn1nc([N+](=O)[O-])c(Cl)c1C (centres undefined)	-0.4	6	2.8	3	-8	-3	-11	0.1	3
CCOc1ccc(NC(=O)CSc2nnc(Cn3cnc4ccccc43)n2C)cc1	0.3	2	-0.4	0	-9	27	10	0.7	6
CCn1c(CNC(=O)c2ccc(OC)c(OC)c2)nnc1SCC(=O)c1ccc(OC)cc1	-0.1	1	0.4	-2	-8	25	38	0.0	2
Cc1ccc(-c2c[nH]c(=S)n2-c2ccccc2F)cc1	-2.9	-1	-2.1	-4	-11	8	-6	-1.5	0
Fc1ccc(-c2nc3ccccn3c2NCc2ccc3c(c2)OCO3)cc1	-1.1	3	0.7	-2	-4	22	-24	-0.2	5
O=C(Nc1ccc(OC(=O)c2ccco2)cc1)c1ccco1	0.2	3	-3.1	-3	-8	34	15	0.7	4
Cc1cc(C(=O)COC(=O)c2nccnc2N)c(C)n1C	2.1	0	0.1	2	-10	12	2	0.5	6

A second format for 2 compounds above:
The line under a structure holds: zfTRPN1 agonist	Wee1 degr inh	TNF death inh	Ba/F3 V617F tox	RBBP9 inhibitor	PPC-1+TRAIL kill	CHOP inhibitor	TRPML3 ag	BaF3 parental
CCC(C)(C)NC(=O)/C=C/c1cnc2ccccc2n1
→ 0.0	-3	4.3	-2	6	18	-26	1.1	6
COCCn1c(SCC(=O)N2CCc3ccccc3C2)nc2cc(Cl)ccc2c1=O
→ 0.8	1	1.7	0	3	11	42	0.7	5

Remaining list, next part
SMILES	zfTRPN1 agonist	Wee1 degr inh	TNF death inh	Ba/F3 V617F tox	RBBP9 inhibitor	PPC-1+TRAIL kill	CHOP inhibitor	TRPML3 ag	BaF3 parental
Cc1ccc(C)n1NC(=O)c1ccccc1[N+](=O)[O-]	-0.6	2	-0.8	-1	-3	24	-36	-0.8	8
Cc1csc(SCC(=O)NC23CC4CC(CC(C4)C2)C3)n1	-0.9	-1	-1.2	1	1	8	8	0.4	3
Nn1c(=O)[nH]c2ccccc2c1=O	1.1	0	0.9	-1	-3	28	18	0.4	38*
CCOc1ccc(NC(=O)CSc2nc(N)c(-c3ccccc3)c(=O)[nH]2)cc1	-0.9	-2	1.3	-3	1	1	8	0.3	5
CCOC(=O)N1CCN(CC(=O)Nc2cccc(Br)c2)CC1	0.3	0	2.1	-2	-5	-2	38	0.8	6
C=CCC(C(=O)OC)(C(=O)OC)c1ccccc1[N+](=O)[O-]	-0.2	-4	-0.6	1	-4	4	26	1.3	5
O=C(O)c1ccccc1/C=N/NC(=S)NC1CCCCC1	3.2	0	1.8	-3	6	-1	-5	1.0	-7
CC(C)=CCN1CCNC(=O)C1CC(=O)NCc1nc(C)c(C)s1 (centres undefined)	0.1	0	0.5	-5	1	-12	7	0.8	2
C=CCOc1nc(-c2ccccc2Cl)nc2ccccc12	-2.5	-1	-0.2	-1	0	1	57	-0.4	2
